Tn6 DDE FP: disrupts Tn6 cyclic peptide binding to fibrin D-Dimer-E complex | P02675 | inhibition, % at 8.3 µM | actives 0.21% (n = 370,000) | Fibrin DD(E) TRITC-Tn6 fluorescence polarization displacement | AID 720509;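 active = inhibition above a per-campaign cutoff: mean of compounds within control limits plus 3 SD, cut at about 15% in these data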;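 note: 0% = median of all compound wells on the plate and 100% = blocking peptide control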
LEDGF integ inh: blocks HIV-1 LEDGF/p75-dependent DNA integration; actives 0.64% (n = 370,000); AID 743269; inhibition, % at 3.7 µM; TR-FRET IN-LEDGF/p75 DNA integration, Eu/Cy5;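 active = inhibition above the screen-wide mean plus 3 SD, cut at about 13% in these data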;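 note: signal is the Cy5 over europium emission ratio at 671 and 618 nm; 0% = plate median of compound wells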
ASAP1 GAP inh: blocks human ASAP1-stimulated Arf1 GTP hydrolysis | Q9ULH1 | GDP FP detection | inhibition, % at 16.5 µM | actives 0.19% (n = 360,000) | AID 624377; in the data active = inhibition above about 25%;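 note: 0% = vehicle with enzyme and substrate and 100% = no enzyme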
Target sequence (Q9ULH1 325-724 limits assumed): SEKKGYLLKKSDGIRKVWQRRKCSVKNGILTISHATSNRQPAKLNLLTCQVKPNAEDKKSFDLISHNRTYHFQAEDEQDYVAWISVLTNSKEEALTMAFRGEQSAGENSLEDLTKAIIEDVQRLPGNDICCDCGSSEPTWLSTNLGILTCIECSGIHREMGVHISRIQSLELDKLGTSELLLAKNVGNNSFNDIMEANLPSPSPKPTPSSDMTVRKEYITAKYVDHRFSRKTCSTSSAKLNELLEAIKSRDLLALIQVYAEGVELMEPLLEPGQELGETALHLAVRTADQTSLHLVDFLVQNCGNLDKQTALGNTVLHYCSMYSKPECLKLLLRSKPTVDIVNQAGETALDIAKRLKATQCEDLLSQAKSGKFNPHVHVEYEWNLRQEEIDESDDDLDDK
ADAM17 inh: inhibits human ADAM17. recombinant ADAM17, EDANS/DABCYL FRET peptide cleavage. inhibition, % at 6.95 µM. actives 0.83% (n = 370,000). AID 720648;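 active = inhibition above the mean of compounds lying between control limits plus 3 SD, set per campaign, cut at about 8.5% in these data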;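 note: 0% = DMSO-only wells as the low control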
ARFGAP1 inhibitor: inhibitors of rat ARFGAP1; inhibition, % at 16.5 µM; actives 0.26% (n = 360,000); Q62848; AID 651572; Arfgap1-stimulated ARF1 GTP hydrolysis, GDP FP detection;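 active = inhibition above a per-plate limit, mean inhibition of low control wells plus 3 SD, cut at about 25% in these data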;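 note: 0% = DMSO wells with enzyme and 100% = wells lacking Arfgap1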
Target sequence (Q62848 1-136 limits assumed): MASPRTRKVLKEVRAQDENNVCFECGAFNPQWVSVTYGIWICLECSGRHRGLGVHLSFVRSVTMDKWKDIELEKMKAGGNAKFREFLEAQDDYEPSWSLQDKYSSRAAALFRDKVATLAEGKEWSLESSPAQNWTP
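Material: rat Arfgap1 GAP domain (His6, aa 1-136), purified enzyme. Also added: human ARF1(Δ1-17)-GTP substrate. Compound dosing: 16.5 µM single point, 1.26% DMSO. Timing: enzyme reaction 120 min at 25 °C after 20 min preincubation. Signal: GDP detection by fluorescence polarization. Read-out basis: percent inhibition of GAP-stimulated GDP formation, scaled between DMSO and no-Arfgap1 medians.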
ADAM10 inh: inhibitors of human ADAM10 | recombinant ADAM10, EDANS/DABCYL FRET peptide cleavage, 3 h | inhibition, % at 7 µM | actives 0.62% (n = 370,000) | AID 720582;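 active = inhibition above a per-campaign cutoff equal to the mean of compounds falling between control-based bounds plus 3 SD, cut at about 20% in these data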;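 note: 0% = DMSO wells while the 100% control is not disclosed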
TDP2 inh: blocks human TDP2 phosphodiesterase activity. inhibition, % at 12.8 µM. recombinant TDP2, T5PNP hydrolysis, p-nitrophenol absorbance 415 nm. O95551. actives 0.34% (n = 370,000). AID 720702;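 active = inhibition above the mean of all tested compounds plus 3 SD, set per campaign, cut at about 25% in these data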;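 note: 0% = DMSO with enzyme and 100% = buffer with substrate but no TDP2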
Target sequence (O95551 whole entry, looked up): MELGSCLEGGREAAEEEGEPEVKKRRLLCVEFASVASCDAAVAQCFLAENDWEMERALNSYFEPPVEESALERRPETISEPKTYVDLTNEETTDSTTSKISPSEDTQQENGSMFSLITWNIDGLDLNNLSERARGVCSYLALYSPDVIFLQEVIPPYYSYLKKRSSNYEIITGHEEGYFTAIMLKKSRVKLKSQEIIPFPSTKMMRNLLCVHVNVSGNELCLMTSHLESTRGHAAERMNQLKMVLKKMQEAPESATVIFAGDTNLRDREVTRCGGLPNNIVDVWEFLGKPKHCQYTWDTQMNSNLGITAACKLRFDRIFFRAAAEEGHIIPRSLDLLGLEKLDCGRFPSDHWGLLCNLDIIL
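Evaluation: % inhibition relative to enzyme-containing and enzyme-free wells. Material: recombinant human TDP2. Benchmarks: enzyme-free and DMSO wells. Timing: enzyme reaction with compound for 2 h at 37 °C. Compound dosing: 12.8 µM only. Measured by: p-Nitrophenol epi absorbance. Reagent: T5PNP substrate at 5 mM, a TopII-DNA adduct mimic. Replication: single well per compound.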
Tn7 DDE FP: disrupts Tn7 cyclic peptide binding to fibrin D-Dimer-E complex; P02675; FP displacement of FITC-Tn7 peptide from fibrin DD(E); 0% = median of compound wells per plate; inhibition, % at 8.3 µM; actives 0.13% (n = 370,000);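 active = inhibition above the mean of compounds falling within the control limits plus 3 SD of them, cut at about 14% in these data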;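 note: 0% = plate median of compound wells and 100% = 10 µM Aha-Tn7 peptide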
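Assay system: Human clot-derived fibrin DD(E) complex | Buffer or medium: Tris/NaCl/CaCl2 buffer, pH 7.8 | Repeats: One replicate per compound | Benchmarks: Aha-Tn7 high control | Measure: % inhibition scaled between sample-field median and high-control FP | Schedule: 10 min plus 3 h, room temperature | Signal: Fluorescence polarization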
proKLK7 act: activators of human kallikrein-7 zymogen; activation, % at 7 µM; actives 0.9% (n = 370,000); AID 652039; purified proKLK7, EDANS-DABCYL substrate fluorescence; 100% is mature enzyme control, 0% vehicle; P49862;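 active = activation above the mean of all tested compounds plus 3 SD, computed per campaign excluding outliers beyond control limits, cut at about 13% in these data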
PLCg1 inh: PLC-gamma1 (human) inhibition, primary screen; purified PLC-gamma1, fluorogenic substrate, fluorescence; inhibition, % at 12.2 µM; actives 0.84% (n = 370,000); AID 720700; in the data active = inhibition above about 9.5%
* hit, by the source's call.

How did CC(C)(C)OC(=O)N[C@@H](CC(=O)OCc1ccccc1)C(=O)O do in these assays?
Tn6 DDE FP: 3; LEDGF integ inh: 3; ASAP1 GAP inh: -2; ADAM17 inh: -2; ARFGAP1 inhibitor: -1; ADAM10 inh: -5; TDP2 inh: -5; Tn7 DDE FP: -8; proKLK7 act: 0.2; PLCg1 inh: 1

What do the screens show for `CC1CCCCC1NC(=O)COC(=O)c1cc(=O)c2ccccc2o1` (configuration not stated)?
Tn6 DDE FP: 7; LEDGF integ inh: 3; ASAP1 GAP inh: -6; ADAM17 inh: -1; ARFGAP1 inhibitor: -11; ADAM10 inh: -4; TDP2 inh: 16; Tn7 DDE FP: 4; proKLK7 act: 0.8; PLCg1 inh: 2

How did Cc1cc(OCCOCCNC(C)C)cc(C)c1Cl do in these assays?
Tn6 DDE FP: 10; LEDGF integ inh: 1; ASAP1 GAP inh: 14; ADAM17 inh: -2; ARFGAP1 inhibitor: 2; ADAM10 inh: -17; TDP2 inh: -4; Tn7 DDE FP: 5; proKLK7 act: -0.2; PLCg1 inh: 5

What do the screens show for `Cc1cc(C)n(-c2ccc(C(=O)N3CCN(c4ccccn4)CC3)cc2)n1`?
Tn6 DDE FP: -2; LEDGF integ inh: 5; ASAP1 GAP inh: -18; ADAM17 inh: 5; ARFGAP1 inhibitor: 4; ADAM10 inh: -11; TDP2 inh: -18; Tn7 DDE FP: -1; proKLK7 act: -0.8; PLCg1 inh: 10*

What do the screens show for `CC(C)(C)NC(=S)NC(=O)C12CCC3CC(CC(C3)C1)C2`?
Tn6 DDE FP: 0; LEDGF integ inh: -2; ASAP1 GAP inh: 16; ADAM17 inh: 2; ARFGAP1 inhibitor: 5; ADAM10 inh: -4; TDP2 inh: -2; Tn7 DDE FP: 4; proKLK7 act: 0.3; PLCg1 inh: 0

What do the screens show for `c1cnc(N2CCN(c3nc4ccccc4n4cnnc34)CC2)nc1`?
Tn6 DDE FP: -8; LEDGF integ inh: -1; ASAP1 GAP inh: 4; ADAM17 inh: -1; ARFGAP1 inhibitor: 4; ADAM10 inh: -3; TDP2 inh: 1; Tn7 DDE FP: -3; proKLK7 act: -0.4; PLCg1 inh: 1

Results for COC(=O)C(NC(C)=O)(Nc1nc(C)cs1)C(F)(F)F (configuration not stated) ?
Tn6 DDE FP: -1; LEDGF integ inh: -3; ASAP1 GAP inh: -1; ADAM17 inh: -1; ARFGAP1 inhibitor: -1; ADAM10 inh: -5; TDP2 inh: -2; Tn7 DDE FP: -4; proKLK7 act: 0.5; PLCg1 inh: 1

Results for CC1CN(C(=S)NC(=O)c2ccc([N+](=O)[O-])cc2)CC(C)O1 (configuration not stated) ?
Tn6 DDE FP: 5; LEDGF integ inh: 4; ASAP1 GAP inh: 1; ADAM17 inh: 1; ARFGAP1 inhibitor: 5; ADAM10 inh: 2; TDP2 inh: -1; Tn7 DDE FP: 5; proKLK7 act: 0.1; PLCg1 inh: 3

Results for Cc1ccc(Cc2c(-c3ccccc3)nc3c4ccccc4ccn23)cc1 ?
Tn6 DDE FP: -11; LEDGF integ inh: -3; ASAP1 GAP inh: 1; ADAM17 inh: -10; ARFGAP1 inhibitor: -7; ADAM10 inh: -28; TDP2 inh: 5; Tn7 DDE FP: 0; proKLK7 act: -2.2; PLCg1 inh: -4

How did Cc1noc(C)c1CSCC(=O)Nc1nc(-c2ccc(F)c(F)c2)cs1 do in these assays?
Tn6 DDE FP: -4; LEDGF integ inh: 2; ASAP1 GAP inh: -3; ADAM17 inh: 2; ARFGAP1 inhibitor: 11; ADAM10 inh: 4; TDP2 inh: -2; Tn7 DDE FP: -2; proKLK7 act: -0.1; PLCg1 inh: -1

What do the screens show for `Cc1sc2ncn3cnnc3c2c1C`?
Tn6 DDE FP: 1; LEDGF integ inh: -4; ASAP1 GAP inh: -8; ADAM17 inh: 0; ARFGAP1 inhibitor: 2; ADAM10 inh: 7; TDP2 inh: -6; Tn7 DDE FP: -1; proKLK7 act: -0.9; PLCg1 inh: 6

What do the screens show for `Cc1c(-c2cccs2)[n+](=O)c2c(n1[O-])CCCCC2`?
Tn6 DDE FP: 4; LEDGF integ inh: -4; ASAP1 GAP inh: -2; ADAM17 inh: -4; ARFGAP1 inhibitor: -19; ADAM10 inh: 0; TDP2 inh: 2; Tn7 DDE FP: 4; proKLK7 act: -0.3; PLCg1 inh: -1

Results for COc1ccc(CN(C)C(=O)C2CC(=O)N(c3ccc4c(c3)OCCO4)C2)cc1 (configuration not stated) ?
Tn6 DDE FP: 1; LEDGF integ inh: 0; ASAP1 GAP inh: 8; ADAM17 inh: 3; ARFGAP1 inhibitor: 12; ADAM10 inh: -3; TDP2 inh: -5; Tn7 DDE FP: 2; proKLK7 act: 0.2; PLCg1 inh: 2

Results for O=S(=O)(Nc1ccccc1N1CCCCC1)c1ccc(F)cc1 ?
Tn6 DDE FP: -4; LEDGF integ inh: -2; ASAP1 GAP inh: 10; ADAM17 inh: 1; ARFGAP1 inhibitor: -3; ADAM10 inh: 1; TDP2 inh: 11; Tn7 DDE FP: 4; proKLK7 act: 0.1; PLCg1 inh: -1

How did Cc1cc(Cl)ccc1OCC(=O)OCC(=O)NCCNC(=O)COC(=O)COc1ccc(Cl)cc1C do in these assays?
Tn6 DDE FP: 1; LEDGF integ inh: 20*; ASAP1 GAP inh: 2; ADAM17 inh: 3; ARFGAP1 inhibitor: -3; ADAM10 inh: -3; TDP2 inh: -3; Tn7 DDE FP: 0; proKLK7 act: 0.0; PLCg1 inh: -1

What do the screens show for `CC(C)NC(=O)[C@]1(C)CCC[C@@]2(C)C3CC[C@@]4(C)C[C@]3(CCC21)CC4=O` (some centres not stated)?
Tn6 DDE FP: 2; LEDGF integ inh: 5; ASAP1 GAP inh: -5; ADAM17 inh: -5; ARFGAP1 inhibitor: 13; ADAM10 inh: 1; TDP2 inh: 6; Tn7 DDE FP: -2; proKLK7 act: 0.2; PLCg1 inh: -1

How did CS(=O)(=O)c1ccccc1-c1nnc(NC(=O)c2cccc(N3C(=O)CCC3=O)c2)o1 do in these assays?
Tn6 DDE FP: 5; LEDGF integ inh: 1; ASAP1 GAP inh: 6; ADAM17 inh: -2; ARFGAP1 inhibitor: -3; ADAM10 inh: -5; TDP2 inh: 3; Tn7 DDE FP: 1; proKLK7 act: -0.3; PLCg1 inh: -1

Results for COc1ccc(NS(=O)(=O)c2ccc(N3CCCC3)c(N)c2)cc1 ?
Tn6 DDE FP: 4; LEDGF integ inh: 3; ASAP1 GAP inh: 1; ADAM17 inh: 4; ARFGAP1 inhibitor: -3; ADAM10 inh: 10; TDP2 inh: -13; Tn7 DDE FP: -1; proKLK7 act: -0.5; PLCg1 inh: 0

How did COc1ccc(/C=N/NC(=O)c2cccc(NC(=O)c3ccccc3Cl)c2)c(OC)c1 do in these assays?
Tn6 DDE FP: -13; LEDGF integ inh: -2; ASAP1 GAP inh: -4; ADAM17 inh: -3; ARFGAP1 inhibitor: -4; ADAM10 inh: -6; TDP2 inh: 3; Tn7 DDE FP: 4; proKLK7 act: -4.2; PLCg1 inh: -26

Results for C[C@H]1CN([C@@H](C)CO)C(=O)CCCn2cc(nn2)CO[C@@H]1CN(C)S(=O)(=O)c1ccc(-n2cccn2)cc1 ?
Tn6 DDE FP: 2; LEDGF integ inh: -1; ASAP1 GAP inh: 1; ADAM17 inh: 1; ARFGAP1 inhibitor: 6; ADAM10 inh: -4; TDP2 inh: -3; Tn7 DDE FP: 0; proKLK7 act: -0.8; PLCg1 inh: -2

Results for OC(CNC1CCCCCC1)COc1cccc2ccccc12 (configuration not stated) ?
Tn6 DDE FP: 0; LEDGF integ inh: -3; ASAP1 GAP inh: -5; ADAM17 inh: -7; ARFGAP1 inhibitor: 2; ADAM10 inh: -1; TDP2 inh: 0; Tn7 DDE FP: -1; proKLK7 act: -1.6; PLCg1 inh: 1

Results for CCCC[C@H]1C2CC(OC(=O)Nc3cc(C)cc(C)c3)C(C2)[C@H]2CCCCN21 (some centres not stated) ?
Tn6 DDE FP: -2; LEDGF integ inh: -4; ADAM17 inh: -1; ADAM10 inh: 3; TDP2 inh: 5; Tn7 DDE FP: -1; proKLK7 act: -0.4; PLCg1 inh: 1

How did CCC(=O)NC(=S)Nc1ccc(NC(=O)c2ccc(Br)o2)cc1 do in these assays?
Tn6 DDE FP: 5; LEDGF integ inh: 6; ASAP1 GAP inh: 3; ADAM17 inh: 2; ARFGAP1 inhibitor: -24; ADAM10 inh: 4; TDP2 inh: -1; Tn7 DDE FP: 2; proKLK7 act: -0.5; PLCg1 inh: 4

What do the screens show for `O=C1CCC(C(=O)N(CCO)Cc2ccccc2)CN1CCCN1CCOCC1` (configuration not stated)?
Tn6 DDE FP: 11; LEDGF integ inh: -3; ASAP1 GAP inh: -1; ADAM17 inh: -2; ARFGAP1 inhibitor: -2; ADAM10 inh: -2; TDP2 inh: 0; Tn7 DDE FP: 2; proKLK7 act: 0.0; PLCg1 inh: 3

Results for Cc1onc(-c2ccccc2)c1C(=O)N1CCc2ccccc21 ?
Tn6 DDE FP: -2; LEDGF integ inh: 0; ASAP1 GAP inh: -9; ADAM17 inh: 2; ARFGAP1 inhibitor: -9; ADAM10 inh: 7; TDP2 inh: 8; Tn7 DDE FP: 2; proKLK7 act: -0.3; PLCg1 inh: 4

Results for COC(=O)c1cc(-c2cnc(OC)nc2OC)c(=O)n2c1CCC2 ?
Tn6 DDE FP: -3; LEDGF integ inh: -2; ADAM17 inh: -5; ADAM10 inh: -7; TDP2 inh: 3; Tn7 DDE FP: 6; proKLK7 act: 0.2; PLCg1 inh: -3

Bioassay records from PubChem.

Compounds as they come; any-hit rate near 4.2%.
